INS promoter inh: TRM-6 insulin promoter activity inhibition. AID 1273. TRM-6 cells (human fetal islet line), insulin promoter-eGFP reporter, imaging; reporter expression induced with tamoxifen. 0.9% of 130,000 active. inhibition, % at 2 µM;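 active = inhibition above the mean plus 3 SD, with well images judged a real hit on visual review, cut at about 60% in these data, passing the limit was not always enough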
SDO1 yeast rescue: sdo1-depleted yeast growth rescue; AID 817; S. cerevisiae sdo1-depleted JHY4D growth rescue, OD600 30 h; hits give high values; pdr5 snq2 efflux-pump mutant strain; z-score at 10 µM; 0.21% of 140,000 active;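 active = z-score above 3 at both the 24 hr and the 30 hr optical density reads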;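 also: z-score against mean and SD of all compound wells on the same plate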
SDO1 yeast rescue Rescue 24 h: also measured in SDO1 yeast rescue; calls as there; z-score; S. cerevisiae sdo1-depleted JHY4D growth rescue, OD600; measured here: growth rescue at 24 h;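 0 is the plate mean of compound wells and units are plate SD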
* = called active by the depositor; nt = no result given.

Start of the listing, in advance:
(1) Cn1c(=O)n(CCOc2ccccc2Cl)c2ccccc21
(2) Cc1ccc(-c2cc(C(=O)Nc3ccccc3C)c3ccccc3n2)o1
(3) COc1cccc(-n2c(=O)[nH]cc(C(=O)Nc3ccc(NC(C)=O)cc3)c2=O)c1
(4) CCOC(=O)CC(=O)CSc1nc2cc(C)ccc2cc1C
(5) CC(CN(C)Cc1ccccc1)OC(=O)c1ccc(F)cc1 (stereo unspecified)
(6) COc1ccccc1N(CC(=O)NCC(C)C)S(=O)(=O)c1cccs1
(7) CCNC(=S)NNC(=O)c1csc(CC)c1
(8) O=C(N/N=C/c1ccc(Br)o1)c1ccc2c(c1)OCCO2
(9) CC(=O)NC1(c2ccccc2)CCN(c2cc(C)nc(-c3ccccc3)n2)CC1
(10) COc1ccc(S(=O)(=O)N2CCCC(C(=O)Nc3cccnc3)C2)cc1Cl (stereo unspecified)

screen / no.,1,2,3,4,5,6,7,8,9,10
INS promoter inh,nt,-347,nt,-8,nt,6,-190,43,38,8
SDO1 yeast rescue,-2.1,-0.97,0.57,-1.3,1.1,-0.37,0.66,-0.57,nt,0.15
SDO1 yeast rescue Rescue 24 h,-1.9,-0.6,0.44,-1.2,0.18,-0.07,-0.13,-0.23,nt,0.38

(11) CC(C)c1ccc(C2C3CSCC=C3C(C#N)=C(N)C2(C#N)C#N)cc1 (stereo unspecified)
(12) Cn1c(=O)c2c(nc3n2CCS3)n(C)c1=O
(13) COc1ccc(C(=O)/C=C/N(C)C)cc1OC

screen / no.,11,12,13
INS promoter inh,-3,15,18
SDO1 yeast rescue,-2.5,nt,1.5
SDO1 yeast rescue Rescue 24 h,-1.8,nt,1.1

Main list, from the start:
(1) Cn1c(=O)n(CCOc2ccccc2Cl)c2ccccc21
(2) Cc1ccc(-c2cc(C(=O)Nc3ccccc3C)c3ccccc3n2)o1
(3) COc1cccc(-n2c(=O)[nH]cc(C(=O)Nc3ccc(NC(C)=O)cc3)c2=O)c1
(4) CCOC(=O)CC(=O)CSc1nc2cc(C)ccc2cc1C
(5) CC(CN(C)Cc1ccccc1)OC(=O)c1ccc(F)cc1 (stereo unspecified)
(6) COc1ccccc1N(CC(=O)NCC(C)C)S(=O)(=O)c1cccs1
(7) CCNC(=S)NNC(=O)c1csc(CC)c1
(8) O=C(N/N=C/c1ccc(Br)o1)c1ccc2c(c1)OCCO2

screen / no.,1,2,3,4,5,6,7,8
INS promoter inh,nt,-347,nt,-8,nt,6,-190,43
SDO1 yeast rescue,-2.1,-0.97,0.57,-1.3,1.1,-0.37,0.66,-0.57
SDO1 yeast rescue Rescue 24 h,-1.9,-0.6,0.44,-1.2,0.18,-0.07,-0.13,-0.23

(9) CC(=O)NC1(c2ccccc2)CCN(c2cc(C)nc(-c3ccccc3)n2)CC1
(10) COc1ccc(S(=O)(=O)N2CCCC(C(=O)Nc3cccnc3)C2)cc1Cl (stereo unspecified)
(11) CC(C)c1ccc(C2C3CSCC=C3C(C#N)=C(N)C2(C#N)C#N)cc1 (stereo unspecified)
(12) Cn1c(=O)c2c(nc3n2CCS3)n(C)c1=O
(13) COc1ccc(C(=O)/C=C/N(C)C)cc1OC
(14) CCOC(=O)C1=C(C)NC(=O)NC1c1ccc(OC)c(Cl)c1 (stereo unspecified)
(15) Cc1occc1-c1nnc(SCC(=O)N2CCc3ccccc32)o1
(16) COc1cccc2c(=O)cc(C)n(CC(=O)Nc3ccccc3C)c12

screen / no.,9,10,11,12,13,14,15,16
INS promoter inh,38,8,-3,15,18,-6,-228,3
SDO1 yeast rescue,nt,0.15,-2.5,nt,1.5,0.2,0.33,0.27
SDO1 yeast rescue Rescue 24 h,nt,0.38,-1.8,nt,1.1,-0.74,0.02,-0.4

(17) Cc1ccccc1Cn1nc(C)c(NC(=O)c2nc3n(n2)C(C(F)F)CC(C)N3)c1C (stereo unspecified)
(18) O=C(CSc1nc2ccccc2c(=O)n1-c1ccc(F)cc1)NCc1ccco1
(19) CCC(=O)Nc1c(C(=O)N2CCN(c3ccccn3)CC2)cnn1-c1ccc(C)cc1
(20) CC(CNS(=O)(=O)c1cc(Cl)ccc1Cl)CN(C)C (stereo unspecified)
(21) CC(C)c1c(Cl)c(O)c(-c2ccccc2)c(=O)n1-c1ccc(F)cc1
(22) C=CCNc1c2c(nc3nnnn13)CCCC2
(23) CCOc1ccc(NC(=O)CNC(=O)COc2ccccc2)cc1
(24) Cc1ccc(OCCCn2cc(C#N)c3ccccc32)cc1

screen / no.,17,18,19,20,21,22,23,24
INS promoter inh,55,5,-29,20,nt,14,nt,33
SDO1 yeast rescue,0.11,-0.67,1.3,0.52,0.75,nt,2.4,-0.44
SDO1 yeast rescue Rescue 24 h,0.53,-0.13,-0.28,0.54,-0.41,nt,2.8,0.57

(25) COc1cc2c(=O)c(-c3ccc(O)cc3)coc2cc1OC1OC(CO)C(O)C(O)C1O (stereo unspecified)
(26) CCN1C(=O)C(O)(CC(=O)/C=C/C=C/c2ccccc2)c2ccccc21 (stereo unspecified)
(27) CN(C)c1ccc(C(=S)N2CCN(c3ccccc3)CC2)cc1
(28) CCCCNC1=NCCS1
(29) COc1cc(C)c(S(=O)(=O)N2CCN(C)CC2)cc1C
(30) CC(C)=CCC/C(C)=C/C=N/NC(=O)c1ccc([N+](=O)[O-])cc1
(31) Nc1nc(N2CCOCC2)nc(N(c2ccccc2)c2ccccc2)n1
(32) COC(=O)c1cc(NC(=O)Cc2ccc(OC)cc2)cc(C(=O)OC)c1

screen / no.,25,26,27,28,29,30,31,32
INS promoter inh,-30,nt,nt,-33,17,12,nt,-14
SDO1 yeast rescue,0.33,-1.2,-1.8,nt,0.25,-0.35,-1.1,-0.77
SDO1 yeast rescue Rescue 24 h,-0.25,-1.2,-0.3,nt,0.28,-0.65,-0.73,-1.6

(33) Cc1ccc(Nc2nc(NCCCN3CCOCC3)nc(N)c2[N+](=O)[O-])cc1
(34) CCOc1ccc(CNC(=O)CCCc2cn(C)c3ccccc23)cc1OC
(35) CCC(C)NC(=O)c1ccc(CS(=O)(=O)Cc2ccc(Cl)cc2)o1 (stereo unspecified)
(36) COc1ccc(CCNC(=O)C2CCCN(S(=O)(=O)c3cccc4nonc34)C2)cc1OC (stereo unspecified)
(37) CC(C)[C@H](NC(=O)OC(C)(C)C)C(=O)N/N=C/c1cccc2nccnc12
(38) C=CCN1C(=O)/C(=C\c2ccc(Cl)cc2)N=C1SCC(=O)NCCC
(39) CN(C)c1ccc(CNn2cnnc2)cc1
(40) COc1ccc(/C=N/NC(=O)c2ccc(CSc3nc(C)cc(C)n3)cc2)c(OC)c1OC

screen / no.,33,34,35,36,37,38,39,40
INS promoter inh,6,-40,nt,-3,60,-10,-456,-57
SDO1 yeast rescue,0.48,-0.03,0.81,0.94,0,1,-0.54,-0.4
SDO1 yeast rescue Rescue 24 h,-0.2,0.33,0.41,0.86,-0.48,3.5,-0.83,-0.94

(41) COc1ccc(-c2cnn(C3CCS(=O)(=O)C3)c2N)cc1 (stereo unspecified)
(42) Cc1ccc(S(=O)(=O)N2CCOCC2)cc1NC(=O)Cn1ccsc1=N
(43) Cc1ccc2c(c1)[nH]c1c(=O)n(CCCN3CCOCC3)cnc12
(44) COc1ccc(S(=O)(=O)N(CCC(=O)O)Cc2ccccc2)cc1
(45) Cc1c(N=Cc2ccncc2)c(=O)n(-c2ccccc2)n1C
(46) Cc1nn(Cc2ccccc2)c(Cl)c1/C=N/NC(=O)CNc1cccc(C(F)(F)F)c1
(47) CCOCC(=O)Nc1cccc(NC(C)=O)c1
(48) COc1ccccc1S(=O)(=O)Nc1cccc(-c2nnc3n2CCCCC3)c1

screen / no.,41,42,43,44,45,46,47,48
INS promoter inh,-12,5,-36,-36,38,34,-5,8
SDO1 yeast rescue,0.55,0.19,0.49,nt,-0.03,-1.3,-0.85,1.1
SDO1 yeast rescue Rescue 24 h,0.11,-0.23,-0.37,nt,-0.6,-0.4,0.53,-0.98

(49) CN1CCN(S(=O)(=O)c2cccc(C(=O)O)c2)CC1
(50) COCc1[nH]nc2c1C1(CCSCC1)C(C#N)=C(N)O2
(51) Cc1ccccc1OCC(=O)NCCN(C)C
(52) CCN(CC)S(=O)(=O)c1ccc(-c2nnc(SCC(=O)c3ccc(OC)cc3)o2)cc1
(53) COc1ccc(NC(=O)CSc2nncs2)cc1OC
(54) COc1ccc(OCC(O)Cn2c(=N)n(CCN3CCCCC3)c3ccccc32)cc1 (stereo unspecified)
(55) Cc1ccc(S(=O)(=O)N2CCCC2C(=O)O)cc1 (stereo unspecified)
(56) CC(C)(C)n1nnnc1C(c1ccccc1)N1CCc2ccccc2C1 (stereo unspecified)

screen / no.,49,50,51,52,53,54,55,56
INS promoter inh,56,-26,nt,57,nt,-129,-15,0
SDO1 yeast rescue,nt,-0.16,0.36,-0.24,-1.3,0.7,0.23,-0.94
SDO1 yeast rescue Rescue 24 h,nt,-0.42,0.44,0.81,-0.75,0.73,-0.36,-0.92

Compound activity: PubChem BioAssay, several laboratories
